Screening results as filed in PubChem BioAssay.
TNAP act hi DEA = increases human TNAP activity under high phosphate acceptor concentration; purified TNAP, CDP-star luminescence, 1 M DEA, 30 min; active compounds read high; 0 = EDTA background, 1 = DMSO-only activity; 200,000 tested, under 10 active; P05186; activation factor at 20 µM;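 active = activation factor at least 2 at 20 µM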
Target sequence (P05186 whole entry, looked up): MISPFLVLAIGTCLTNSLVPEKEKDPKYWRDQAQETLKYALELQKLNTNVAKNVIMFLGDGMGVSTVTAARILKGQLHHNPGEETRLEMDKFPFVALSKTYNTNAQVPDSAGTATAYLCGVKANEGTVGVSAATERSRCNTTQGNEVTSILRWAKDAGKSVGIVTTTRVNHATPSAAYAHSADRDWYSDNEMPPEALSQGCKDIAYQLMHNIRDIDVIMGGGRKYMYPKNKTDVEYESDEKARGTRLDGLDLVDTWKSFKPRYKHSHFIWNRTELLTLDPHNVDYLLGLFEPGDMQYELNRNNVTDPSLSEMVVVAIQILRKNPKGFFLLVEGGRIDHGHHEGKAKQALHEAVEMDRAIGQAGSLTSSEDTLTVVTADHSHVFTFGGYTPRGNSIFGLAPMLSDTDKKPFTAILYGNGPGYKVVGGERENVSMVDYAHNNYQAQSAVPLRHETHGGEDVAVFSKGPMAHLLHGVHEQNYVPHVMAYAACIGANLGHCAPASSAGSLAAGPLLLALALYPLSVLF
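Test system – human TNAP · Doses – 20 µM single point · Incubation – 30 min, room temperature · Signal – luminescent substrate turnover signal · Read-out basis – activation factor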
TNAP inh hi DEA = inhibitors of human TNAP at high phosphate acceptor concentration. P05186. purified TNAP, CDP-star luminescence, 1 M DEA. inhibition, % at 20 µM. hit rate 0.03% among 200,000. AID 1135;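 active = over 50% inhibition of tissue-nonspecific alkaline phosphatase at 20 µM in the single-dose screen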;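 also: plate controls were DMSO wells for no effect and EDTA-quenched wells as full inhibition for full effect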
bIAP act = intestinal alkaline phosphatase (bovine) activation | hit rate 0.17% among 200,000 | purified bovine IAP, CDP-star luminescence, 30 min; active compounds read high; fold of DMSO-control signal, blank-subtracted | activation factor at 20 µM;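 active = activation factor of 2 or more at 20 µM, a signal rise over negative controls twice the positive control's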
FLuc inh counter = Photinus pyralis luciferase inhibition counter-screen; ATPLite firefly luciferase biochemical luminescence, 10 min; inhibition, % at 10 µM; hit rate 1.5% among 200,000;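 active = inhibition above about 50% when tested at 10 µM, limit read from the data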
Target sequence (P08659 whole entry, looked up): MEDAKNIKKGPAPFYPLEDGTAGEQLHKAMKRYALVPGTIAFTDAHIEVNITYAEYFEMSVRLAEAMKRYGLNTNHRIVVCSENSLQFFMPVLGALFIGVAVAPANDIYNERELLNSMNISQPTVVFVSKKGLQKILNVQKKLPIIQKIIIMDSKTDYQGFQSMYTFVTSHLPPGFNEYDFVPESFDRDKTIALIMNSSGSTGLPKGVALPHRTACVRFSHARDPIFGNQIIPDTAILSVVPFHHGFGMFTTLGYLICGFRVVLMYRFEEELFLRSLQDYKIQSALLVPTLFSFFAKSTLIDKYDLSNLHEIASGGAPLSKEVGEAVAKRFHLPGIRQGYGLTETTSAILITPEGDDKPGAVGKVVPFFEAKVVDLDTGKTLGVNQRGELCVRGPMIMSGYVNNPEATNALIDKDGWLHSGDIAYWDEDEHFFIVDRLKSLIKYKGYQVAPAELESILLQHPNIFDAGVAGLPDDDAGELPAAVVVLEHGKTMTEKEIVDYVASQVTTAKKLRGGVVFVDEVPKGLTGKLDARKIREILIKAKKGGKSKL
NF-kB expr up = compounds increasing NF-kB expression in human neuronal cells; NF-kB reporter expression; active compounds read high; fold change at 12.5 µM; hit rate 1.6% among 190,000; AID 1239; in the data active = fold change above about 3.3
APP 5'UTR act = APP 5'UTR luciferase reporter activation | SH-SY5Y APP 5'UTR luciferase reporter, luminescence; zero percent = DMSO vehicle wells | activation, % at 2 µM | hit rate 1% among 190,000;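 active = activation above a set limit, based on mean plus 3 SD of controls, cut at about 140% in these data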; also: values of inactives mirror those of a sister screen read the other way
FLuc act counter = firefly luciferase counter-screen for stimulation assays; activation factor at 10 µM; P08659; ATPlite luciferase biochemical, luminescence, 10 min; 0 = ATP-free wells, 1 = DMSO control; AID 1027; 200,000 tested, under 10 active;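 active = luciferase activation factor, scaled between plate controls, of at least 2 with compound at 10 µM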
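test system = cell-free luciferase reagent | medium = PBS as buffer for the ATP substrate | dosing = test compounds dosed from 2 mM stocks in 100% DMSO | incubation = 10 min at ambient temperature | detection = luminescence measurement of luciferase light output | benchmarks = low control with PBS replacing ATP, high control enzyme plus ATP without compound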
TNAP inh noacc = TNAP (human) inhibition, acceptor-free conditions | P05186 | purified TNAP, CDP-star luminescence, 30 min | hit rate 0.26% among 200,000 | AID 1012 | inhibition, % at 20 µM;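 active = tissue-nonspecific alkaline phosphatase inhibition above about 50% at 20 µM in the single-dose screen, limit read from the data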;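 also: 0% = DMSO negative control and 100% = EDTA positive control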
PMI act satM6P = increases human PMI activity with near-saturating mannose 6-phosphate; AID 1216; coupled PMI enzyme assay, resazurin fluorescence, 20 min; active compounds read high; 1 = untreated enzyme, 0 = substrate-free blank; hit rate 0.34% among 190,000; P34949; activation factor at 20 µM;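 active = activation factor of 2 or more at 20 µM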
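test system = human PMI in coupled enzyme assay | medium = HEPES-buffered pH 7.4 with magnesium and detergent | also added = 1.0 mM mannose-6-phosphate substrate with 0.22 mM NADP+ | compound = 20 µM single dose | times = 20 min incubation at room temperature | measured by = resorufin fluorescence (Ex 544/Em 590 nm) from resazurin via diaphorase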
PMI act = phosphomannose isomerase (human) activation | purified human PMI, coupled resazurin fluorescence, 20 min; active compounds read high; 1 = vehicle control, 0 substrate-free wells | activation factor at 20 µM | hit rate 0.005% among 190,000;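 active = activation factor of 2 or more at 20 µM, relative to plate controls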
Active calls of the source: *; / = no result given.

SMILES	TNAP act hi DEA	TNAP inh hi DEA	bIAP act	FLuc inh counter	NF-kB expr up	APP 5'UTR act	FLuc act counter	TNAP inh noacc	PMI act satM6P	PMI act
Cc1cc(C(=O)COC(=O)c2cccnc2Cl)c(C)n1-c1c(C)n(C)n(-c2ccccc2)c1=O	1	0	1	-3	0.91	-7	1	-9	1	1
COc1cc(C(=O)Nc2ccc(C(=O)O)cc2)ccc1OC(C)=O	1.1	-6	1.4	5	1.1	6	1	-13	0.9	0.9
COCCNc1nc(-n2nc(C)cc2C)nc2sc3c(c12)CCCC3	1.1	-5	1.1	2	1	16	1	-14	1	0.8
O=C(NNC(=O)c1cccc2ccccc12)c1ccc(-c2ccccc2)cc1	1	0	0.8	0	1.1	-4	1	-41	0.9	0.9
Cc1ccccc1NC1=NC2(CCCC2)N=C(N)N1	1.1	-6	1.1	-4	0.95	10	1	-17	1	1.1
O=C1CN(CC(=O)N2CCCCC2)c2ccccc2O1	1	2	1.1	-3	1.2	0	1	8	0.5	0.8
CC(C)CN1CCN(Cc2nc(C(C)C)cs2)CC1CCO (configuration not stated)	1.1	-6	0.9	-2	0.95	-1	1	-9	1	1
CCN(CC)CCn1c(NCc2cc(OC)ccc2OC)nc2ccccc21	1	2	1.2	-4	0.77	1	1	-4	1.2	1.1
COc1ccc(-n2nnnc2SCC(=O)c2ccc(OC)c(OC)c2)cc1	1	2	0.9	-4	1.1	2	1	-1	0.9	0.9
Brc1ccc(OCCCCCN2CCOCC2)cc1	1	0	1	-10	1.4	9	1.1	-10	1.2	1.1
COc1ccc(-c2[nH]ncc2-c2cnc(C)s2)c(O)c1	1	-2	1.7	-1	0.97	3	1	-37	0.7	0.9
COc1ccccc1N1CCN(S(=O)(=O)c2ccc3c4c(cccc24)C(=O)N3C)CC1	1.1	-5	1	-5	0.78	6	1.1	-14	0.9	0.9
COCC(=O)OCn1nnc2ccccc2c1=O	1	3	1	0	1.2	-1	1	-3	0.9	0.9
O=C(Nc1nnc(-c2ccc(Cl)cc2)o1)NC1CCCCC1	1.1	-8	1	-2	1.2	-1	1	-16	1	1
COc1cccc(C(=O)NCc2ccc3c(c2)cc(C)n3C)c1	1	-3	1	-6	1	-12	1.1	-27	1	1
Cc1nc(-c2ccccc2)cc(=O)[nH]1	1.1	-6	1	-2	1	1	1	-13	1.1	1.1
Cc1ccc(/C=C/C2=NN(Cc3ccc(Cl)c(Cl)c3)C(=O)CC2)cc1	1	-4	0.8	-3	1.2	/	1	-3	0.9	0.9
CN(C)c1ccc(CN2CCCCC2)cc1	1	-1	0.9	-4	1	3	1	-3	0.9	0.9
CC(C)(C)C(=O)N(Cc1ccccc1)c1ccccn1	1	0	1.1	-4	1.2	0	1	-10	1	0.9
Cc1cc(C)nc(N(C#N)CC(=O)N2CCC(C(N)=O)CC2)n1	1	1	0.9	2	0.98	11	1	-5	1	1
Cc1cc(C)nc(N(C#N)CC(=O)N(c2ccccc2)C(C)C)n1	1	-3	0.9	-5	1	0	1	-16	1	1
Cc1ccc(N2CCN(S(=O)(=O)c3ccc(F)c(C)c3)CC2)c(C)c1	1.1	-6	0.7	-8	0.68	9	1.1	-5	1	1
Cn1nc(-c2ccccc2)c(/C=N/O)c1Cl	1	0	1.1	-1	1.2	34	1	-4	1	1
CCOC(=O)N(NC(=O)C(O)(C(C)C)C(C)C)c1ccccc1	1	0	1	-3	1.1	10	1	0	1.1	1
N#CCCn1c(SCC(=O)NCc2ccco2)nc2ccccc21	1	-3	1	-8	1	0	1.1	-14	1	1
S=c1[nH]nc(Cc2sc(-c3ccccc3)nc2-c2ccccc2)o1	1	-3	0.8	2	1.2	-6	1	11	1	1
CC1CC2(CCCCC2)N2C(=O)C(=O)c3cccc1c32 (configuration not stated)	1	-4	0.9	-8	0.93	-5	1.1	-9	1	0.9
CCOC(=O)c1ccc(NC(=S)N2CCC(O)CC2)cc1	1	-4	0.9	1	1.6	17	1	-6	0.9	0.9
CS(=O)(=O)Nc1ccc(C(=O)Nc2cccc([N+](=O)[O-])c2)cc1	1	0	1	2	1.4	2	1	-1	0.9	0.9
O=c1c(Cc2ccc(F)cc2)c(O)ccn1Cc1cccc(Cl)c1	1	-3	1	-5	1	15	1.1	0	0.9	0.9

Among those listed so far, 3 have an NH in an aromatic ring:
SMILES	TNAP act hi DEA	TNAP inh hi DEA	bIAP act	FLuc inh counter	NF-kB expr up	APP 5'UTR act	FLuc act counter	TNAP inh noacc	PMI act satM6P	PMI act
COc1ccc(-c2[nH]ncc2-c2cnc(C)s2)c(O)c1	1	-2	1.7	-1	0.97	3	1	-37	0.7	0.9
Cc1nc(-c2ccccc2)cc(=O)[nH]1	1.1	-6	1	-2	1	1	1	-13	1.1	1.1
S=c1[nH]nc(Cc2sc(-c3ccccc3)nc2-c2ccccc2)o1	1	-3	0.8	2	1.2	-6	1	11	1	1

Following part:
SMILES	TNAP act hi DEA	TNAP inh hi DEA	bIAP act	FLuc inh counter	NF-kB expr up	APP 5'UTR act	FLuc act counter	TNAP inh noacc	PMI act satM6P	PMI act
O=C(NCc1ccco1)c1cccc(S(=O)(=O)N2CCOCC2)c1	1.1	-5	1	-4	1.4	12	1	-18	1.1	1.1
COc1ccc(C(=O)CCC(=O)O)c(C)c1	1.1	-6	0.9	-5	1.4	4	1	-11	0.9	0.9
Cc1ccc(NC(=S)NC(CO)C(O)c2ccc([N+](=O)[O-])cc2)cc1 (configuration not stated)	1	0	1	-5	1.3	-3	1.1	-13	0.8	1
c1coc(CNc2nc(-c3cccs3)cs2)c1	0.9	6	1	35	2.5	40	0.6	2	1	1.1
CCOC(=O)N1CCN(C(=O)Nc2ccc3nc(C)c(C)nc3c2)CC1	1	-4	1.1	-4	1	15	1	-10	0.5	0.8
Cn1c(=O)c2c(nc(NCCCN3CCOCC3)n2Cc2ccc(Cl)cc2)n(C)c1=O	1	2	1	1	/	0	1	-1	1	1
CC(=O)NC(C1C(=O)CC(C)(C)CC1=O)(C(F)(F)F)C(F)(F)F	1	-2	1	0	1	14	1	-9	1.1	1
N#CCCn1nc(-c2ccccc2)cc1Nc1ccccc1NC(=O)C(F)(F)F	1	0	1	-6	1.8	5	1.1	-9	1	1
CC1(C)COC(/C=C/c2ccc([N+](=O)[O-])cc2)=N1	1	-2	1	2	2.2	52	1	-12	1.1	1
NC(=O)c1ccsc1NC(=O)c1cc(=O)c2ccccc2o1	0.9	6	1.1	1	1.5	105	1	8	1.1	1.1
COc1ccc(N2CCN(C(CNC(=O)C(=O)NCCc3c[nH]c4ccccc34)c3ccco3)CC2)cc1 (configuration not stated)	1	3	1	-2	1	16	1	-8	0.9	0.8
COC(=O)c1nn(-c2ccccc2)c(-c2ccccc2)c1C(=O)c1ccccc1	1	0	0.9	-8	0.87	8	1.1	-7	1	0.9
O=C(CN1CCN(c2ncccn2)CC1)N1CCCc2c1c(=O)oc1ccc(O)cc21	1	3	0.8	-1	0.94	-72	1	-5	1.1	1
CCN1C(=O)C2C(c3cccc(F)c3)NC(CC)(C(=O)OC)C2C1=O (configuration not stated)	1.1	-9	1	-11	1.2	-3	1.1	-4	1	1
Cc1ccc(NC(=O)CSc2ncc3ccccn23)cc1	1	3	1.1	4	1.9	32	1	-17	1.1	0.8

Four compounds drawn at random from the list so far, as already listed:
SMILES	TNAP act hi DEA	TNAP inh hi DEA	bIAP act	FLuc inh counter	NF-kB expr up	APP 5'UTR act	FLuc act counter	TNAP inh noacc	PMI act satM6P	PMI act
O=c1c(Cc2ccc(F)cc2)c(O)ccn1Cc1cccc(Cl)c1	1	-3	1	-5	1	15	1.1	0	0.9	0.9
COc1ccc(C(=O)CCC(=O)O)c(C)c1	1.1	-6	0.9	-5	1.4	4	1	-11	0.9	0.9
Cc1nc(-c2ccccc2)cc(=O)[nH]1	1.1	-6	1	-2	1	1	1	-13	1.1	1.1
CCN(CC)CCn1c(NCc2cc(OC)ccc2OC)nc2ccccc21	1	2	1.2	-4	0.77	1	1	-4	1.2	1.1

Next part
SMILES	TNAP act hi DEA	TNAP inh hi DEA	bIAP act	FLuc inh counter	NF-kB expr up	APP 5'UTR act	FLuc act counter	TNAP inh noacc	PMI act satM6P	PMI act
CC1Cc2ccccc2N1C(=O)CCN1C(=O)C2C3C=CC(C3)C2C1=O (configuration not stated)	1	-2	0.9	-3	0.91	5	1	-8	0.9	1
CCc1nnc(NC(=O)c2ccc(NS(=O)(=O)c3ccccc3)cc2)s1	1	1	1.1	-5	0.95	-7	1.1	-5	1	1
C#CCn1c(S(=O)(=O)Cc2ccc(C)cc2)nc(-c2ccccc2)c1-c1ccccc1	1.1	-6	0.9	-4	1.2	9	1	-8	0.9	0.9
Cc1ccc(-c2csc(NC(=O)CCNC(=O)c3ccco3)n2)cc1	1.1	-6	1.1	-3	1.2	21	1	-9	0.9	1
O=C(CC1SC(=Nc2ccccc2)N(Cc2ccccn2)C1=O)Nc1ccc(Br)cc1 (configuration not stated)	1.1	-6	1.1	-1	1.3	8	1	-10	1	1
O=C(NCc1ccco1)N1c2ccccc2Sc2ccccc21	1	-5	1	3	1.1	6	1	-8	1	1
Cc1ccc(-n2nc3ccc(NC(=O)c4ccco4)cc3n2)cc1	1.1	-7	0.9	4	1.9	42	1	-4	0.9	0.9
Cc1ccc(S(=O)(=O)NCC(=O)OCN2C(=O)c3ccccc3C2=O)cc1	1.1	-6	0.9	-6	1.1	7	1.1	-12	1	0.9
O=C(COC(=O)c1ccccc1[N+](=O)[O-])c1ccc(C2CCCCC2)cc1	1	-3	0.6	80*	0.42	36	0.2	-8	1	0.9
COc1ccc(-n2c(=S)[nH]c3cc(C(=O)NCc4ccco4)ccc3c2=O)c(OC)c1	1	0	1	3	0.68	9	1	-2	0.9	0.9
O=C(/C=C/c1cccc([N+](=O)[O-])c1)NC(=S)Nc1cccc(NC(=O)c2ccccc2Cl)c1	1	-3	0.9	-5	1.3	2	1.1	-8	1	1
Fc1ccc(/C=N/NC(=S)Nc2cccnc2)cc1F	1	0	1	2	1.2	3	1	-15	1.2	1.1
O=C(COC(=O)/C=C/c1ccc(Br)o1)NCCCN1CCCC1=O	1	-4	1	-5	1.1	-5	1	-14	1	1.2
CS/C(=C\[N+](=O)[O-])Nc1ccc(OC(F)(F)F)cc1	1	-1	0.9	-4	1.1	-5	1	-12	1	1.1
CC12CCC(C(=O)Nc3ccccc3)(C(Br)C1=O)C2(C)C (configuration not stated)	1	1	1	-4	1.1	12	1	-4	1	1
Clc1ccc(-c2ccc(SCc3ccccn3)nn2)cc1	1	-3	1	2	3.2	44	1	0	1	1
O=C(O)c1cn(-c2ccccc2)nc1C(=O)O	1	-4	0.8	-3	1.1	9	1	-12	1	1.1
CC(C)(O)C#Cc1ccc(C(=O)N2CCN(c3ccc(F)cc3)CC2)cc1	1.1	-6	1	-8	1.1	2	1.1	-1	1	1.1
N#Cc1ccc(OCc2nnc3n2CCCCC3)cc1	1	-2	1	-4	1	3	1	-7	1.1	1.2
O=C(COc1ccccc1)N1CCN(S(=O)(=O)c2cccc([N+](=O)[O-])c2)CC1	1	-5	1	-8	1.2	14	1.1	-5	1.1	1.1
Cc1cccc(Nc2c(-c3ccc(O)cc3)nc3ncccn23)c1	1	0	0.9	-3	1	-9	1	-12	1	1
O=C(CNS(=O)(=O)c1ccccc1)NCC(=O)OCc1ccc(Br)cc1	1	-4	1	-4	1.2	4	1	-9	1	0.9
O=C1C(Cl)=C(NCCCN2CCOCC2)C(=O)N1CCc1ccccc1	1	0	1	5	1.4	-51	1	-4	0.9	0.8
